Rev-RRE block – inhibitors of HIV-1 Rev-RRE RNA interaction; Rev peptide-RRE RNA binding, FRET; inhibition, % at 8 µM; P05866; hit rate 0.79% among 97,000;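 active means inhibition above the screen-wide mean plus 3 SD, cut at about 35% in these data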;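 further: 0% = median DMSO wells and 100% = median Neomycin B control wells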
Target sequence (P05866 whole entry, looked up): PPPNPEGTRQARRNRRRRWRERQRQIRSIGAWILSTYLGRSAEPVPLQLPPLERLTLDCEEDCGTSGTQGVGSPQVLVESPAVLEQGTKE
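System: Cy5-labelled duplex RRE RNA binding fluorescein-labelled HIV Rev peptide; Signal: fluorescein-to-Cy5 FRET, 480 nm excitation; Also added: labelled Rev peptide; Compound: one concentration, 8 µM nominal; Buffer or medium: HEPES pH 7.5 salt buffer with EDTA; Read-out: % inhibition of FRET ratio versus controls; Schedule: 5 min preincubation and 15 min binding, 25 °C.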
PLK1 PBD inh – blocks phosphopeptide binding to human Plk1 polo box domain; P53350; Plk1 PBD phosphopeptide binding, fluorescence polarization; inhibition, %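 (tested at about 20 µM)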; hit rate 0.13% among 97,000; in the data active means inhibition above about 34%, passing the limit was not always enough
Target sequence (P53350 whole entry, looked up, the tested form may be a part): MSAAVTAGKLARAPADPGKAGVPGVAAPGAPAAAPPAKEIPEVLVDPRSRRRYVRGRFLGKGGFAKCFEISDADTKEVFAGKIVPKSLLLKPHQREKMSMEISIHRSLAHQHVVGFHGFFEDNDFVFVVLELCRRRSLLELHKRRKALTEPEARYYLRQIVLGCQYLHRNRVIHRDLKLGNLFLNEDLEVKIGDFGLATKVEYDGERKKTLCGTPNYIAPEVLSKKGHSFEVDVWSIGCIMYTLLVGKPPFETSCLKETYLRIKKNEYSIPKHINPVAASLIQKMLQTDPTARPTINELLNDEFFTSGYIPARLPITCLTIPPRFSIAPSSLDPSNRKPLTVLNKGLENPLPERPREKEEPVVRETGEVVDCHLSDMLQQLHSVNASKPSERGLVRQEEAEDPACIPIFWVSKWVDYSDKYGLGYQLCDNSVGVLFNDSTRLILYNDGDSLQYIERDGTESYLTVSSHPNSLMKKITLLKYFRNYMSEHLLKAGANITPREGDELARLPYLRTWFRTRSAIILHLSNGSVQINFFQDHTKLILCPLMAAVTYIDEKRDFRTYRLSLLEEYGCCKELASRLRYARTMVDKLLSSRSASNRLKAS
PLK1 inh – PLK1 (human) kinase inhibition; inhibition, % at 10 µM; recombinant PLK1 kinase, TR-FRET peptide phosphorylation; AID 619; hit rate 0.53% among 97,000; P53350;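 active means inhibition of 50% or more in the single-concentration screen; inactive means inhibition below 50%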;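 further: 0% = DMSO max control and 100% = H-89 dihydrochloride min control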
EphB4 antag – antagonists of human EphB4-ephrin-B2 interaction; P54760; EphB4 LBD / TNYL-RAW-Alexa532 peptide, fluorescence polarization; inhibition, % at 7 µM; hit rate 0.15% among 97,000;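 active means inhibition above the screen-wide mean inhibition plus 3 SD, cut at about 15% in these data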;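 further: 0% = DMSO wells and 100% = excess unlabeled TNYL-RAW peptide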
CYP2C9 activ – increases human cytochrome P450 2C9 activity | hit rate 1.4% among 96,000 | P11712 | recombinant CYP2C9, luciferin-H conversion, luminescence; stronger effect = higher value; factor 1 = untreated enzyme, 0 = blocked | activation factor at 5 µM;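 active means activation factor of 2 or more for CYP2C9 at a 5 µM dose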;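 further: 0 = sulfaphenazole-blocked wells and 1 = vehicle-only wells; values of inactives mirror those of a sister screen read the other way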
PLAP activator – activators of human placental alkaline phosphatase. P05187. purified PLAP enzyme, luminescent substrate read-out; stronger effect = higher value. activation fold at 20 µM. hit rate 1.2% among 96,000; in the data active means activation fold above about 2
CYP2C9 inhib – human CYP2C9 inhibition; hit rate 20% among 96,000; CYP2C9 Supersomes, luciferin-H conversion, luminescence; inhibition, % at 5 µM; AID 777;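 active means blocking of liver enzyme CYP2C9 beyond about 50% at 5 µM, limit read from the data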; further: values of inactives mirror those of a sister screen read the other way
CYP2C19 inhib – human CYP2C19 inhibition. hit rate 21% among 96,000. CYP2C19 Supersomes, luciferin-H EGE luminescence, 30 min. inhibition, % at 5 µM;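 active means CYP2C19 inhibition above a set limit at 5 µM in the primary screen, cut at about 50% in these data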;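 further: plate controls were negative control wells for no effect and 2.5 mM tranylcypromine positive control for full effect; values of inactives mirror those of a sister screen read the other way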
CYP2C19 activ – activators of human cytochrome P450 2C19. P33261. activation factor at 5 µM. recombinant CYP2C19, luciferin-H EGE luminescence; stronger effect = higher value; 0 = fully inhibited enzyme, 1 = untreated enzyme. 96,000 tested, under 10 active;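 active means activation factor of at least 2 at 5 µM in the primary screen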;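 further: 0 = wells with 2.5 mM tranylcypromine and 1 = vehicle-only wells; values of inactives mirror those of a sister screen read the other way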
* hit, by the source's call; · = not tested or not shown.

CYP2C19 inhib,PLK1 PBD inh,EphB4 antag,CYP2C9 inhib,CYP2C9 activ,PLK1 inh,PLAP activator,CYP2C19 activ,Rev-RRE block,Molecule
13.8,-5.6,-14.0,2.2,1,-22.5,1.2,0.9,-2.6,CCCCc1cc(=O)oc2cc(OCc3cc(OC)c(OC)c(OC)c3)c(Cl)cc12
25.0,26.2,3.7,67.1*,0.3,41.5,0.9,0.8,1.8,Oc1ccc2ccccc2c1N=Nc1ccccn1
77.1*,0.3,3.7,15.5,0.8,-9.6,1,0.2,2.6,O=C(COC(=O)C1CC1)Nc1ccc(OC(F)F)cc1
3.1,1.8,0.8,7.6,0.9,-11.8,0.8,1,10.2,O=C1c2ccccc2NC(c2ccco2)N1O (stereo unspecified)
0.9,·,·,24.9,0.8,·,1.2,1,·,CC1(C)Oc2ccc(C(=O)NC3CC3)cc2N(CC(=O)N2CCOCC2)C1=O
3.9,-28.1,-5.4,79.8*,0.2,-10.0,1,1,-2.1,C=CCNC(=O)c1onc(CSc2ccccc2CC)c1C(=O)O
·,18.1,1.9,·,·,5.5,·,·,7.2,CCC(C)NC(=O)C1CCN(c2nc(OC)nc(OC)n2)CC1 (stereo unspecified)
91.6*,-23.9,-4.0,72.4*,0.3,-12.7,1.7,0.1,10.3,CC(C)(C)OC(=O)NCCc1nnc(SCc2c(Cl)cccc2Cl)o1
61.2*,12.2,1.6,34.3,0.7,-8.4,1,0.4,2.4,CCCc1nc2ccccc2n1CCOc1ccccc1
2.5,2.2,2.5,8.3,0.9,-11.7,0.8,1,5.8,CCC(=O)N[C@@H]1CC(C(C)(C)NC(=O)CC)CC=C1C (stereo partly specified)
97.7*,10.0,-2.5,97.4*,0,-19.1,1.4,0,2.9,CCOC(=O)c1c(C)oc2c1c(C(c1ccncc1)N1CCOCC1)c(O)c1ccccc12 (stereo unspecified)
7.4,26.9,11.6,23.4,0.8,-7.6,1,0.9,3.7,O=S(=O)(c1cnccc1N1CCN(/N=C/c2ccccc2)CC1)N1CCCCC1
13.0,-14.3,0.5,40.3,0.6,-9.5,1,0.9,4.0,Cc1ccccc1SCc1noc(C(=O)NC(C)C)c1C(=O)O
7.1,23.9,0.0,3.8,1,-7.6,1.1,0.9,1.1,O=C(c1cc(-c2ccc(Cl)cc2)on1)N1CCOCC1
·,-6.7,4.3,·,·,-7.7,·,·,5.2,O=C(CSc1ncnc2c1oc1ccccc12)NCC1CCCO1 (stereo unspecified)
24.8,-13.1,-2.7,11.8,0.9,-16.1,1.6,0.8,-3.4,CCN(CC)C(=O)C1CCN(Cc2ccc(Br)cc2)CC1
-2.1,-39.1,-2.2,-8.1,1.1,-13.9,1.1,1,-1.5,COc1ccc(C(=O)NC2CCN(C(=S)Nc3cccc(C)c3)CC2)cc1
31.4,·,·,34.3,0.7,·,0.9,0.7,·,Cc1csc(C(C#N)C(=O)c2ccncc2)n1 (stereo unspecified)
48.5,-1.5,2.3,17.8,0.8,-13.1,0.9,0.5,8.7,COc1ccc(C(=O)Nc2cccc(OC)c2)cc1
-15.1,-2.6,-6.2,-13.1,1.1,-7.1,1,1.2,5.0,O=C(Nn1c(=O)[nH]c2ccsc2c1=O)c1ccccc1

Compound profiles, as listed above. Order of screens: CYP2C19 inhib | PLK1 PBD inh | EphB4 antag | CYP2C9 inhib | CYP2C9 activ | PLK1 inh | PLAP activator | CYP2C19 activ | Rev-RRE block
Entry for O=C(Nn1c(=O)[nH]c2ccsc2c1=O)c1ccccc1 : -15.1 | -2.6 | -6.2 | -13.1 | 1.1 | -7.1 | 1 | 1.2 | 5.0
Entry for O=S(=O)(c1cnccc1N1CCN(/N=C/c2ccccc2)CC1)N1CCCCC1 : 7.4 | 26.9 | 11.6 | 23.4 | 0.8 | -7.6 | 1 | 0.9 | 3.7

(more compounds)
CYP2C19 inhib,PLK1 PBD inh,EphB4 antag,CYP2C9 inhib,CYP2C9 activ,PLK1 inh,PLAP activator,CYP2C19 activ,Rev-RRE block,Molecule
9.7,-27.0,-1.0,24.3,0.8,-1.7,1.3,0.9,11.4,CCOC(=O)C1CCN(C(=O)c2cn(CCOC)c(=O)c3c2c2ccccc2n3C)CC1
28.8,14.7,7.9,38.2,0.6,-17.4,1.4,0.7,12.6,COc1ccc(-c2nc3ccccc3o2)cc1NC(=O)c1ccc(Br)o1
26.2,-27.5,1.0,14.8,0.9,3.6,1.2,0.7,9.5,CCC(=O)Nc1ccc(N2CCN(Cc3ccccc3F)CC2)cc1
93.0*,-23.9,2.1,7.4,0.9,-7.9,0.7,0.1,3.8,O=S(=O)(Cc1ccc(Cl)cc1)N1CCCC1
0.5,6.2,0.8,3.9,1,-9.4,1,1,0.4,Cc1ccc(OCC(O)CNC(=O)c2ccccc2C(=O)O)cc1 (stereo unspecified)
84.7*,-3.2,1.5,95.8*,0,-15.7,0.9,0.2,5.1,Cc1nc(NCCCn2ccnc2)c2oc3ccccc3c2n1
-16.8,-16.4,5.4,-10.1,1.1,-11.1,1.4,1.2,-0.6,CCc1nnc(NC(=O)CN2CCC(O)(c3ccccc3OC)CC2)s1
95.9*,-12.0,7.1,-3.8,1,-10.8,0.9,0,6.0,CC1Cc2ccccc2N1C(=O)CSc1ccccc1 (stereo unspecified)
-3.6,-3.9,-2.8,3.6,1,-12.8,1.1,1,-2.5,CCOC(=O)N1CCN(C(=O)c2ccc3c(c2)ncn3C2CCCC2)CC1
·,-17.7,-4.6,·,·,-13.9,·,·,2.1,CC1=CC(c2ccc(Cl)cc2)n2nc(N3C(=O)CCC3=O)nc2N1 (stereo unspecified)
81.4*,-2.8,3.7,44.9,0.6,-7.8,0.9,0.2,10.2,CCOC(=O)CN(C(=O)CSc1nnc2c(n1)[nH]c1ccccc12)c1ccccc1
-3.9,-4.4,-3.2,-6.5,1.1,-1.4,0.8,1,5.2,c1nc2sc3c(c2c2nnnn12)CCCC3
83.9*,5.3,11.2,95.7*,0,-8.4,0.9,0.2,10.5,Cc1sc2c(=O)n3c(nc2c1C(=O)NC1CCCCC1)CCCCC3
72.4*,-6.1,2.5,73.0*,0.3,1.0,1.4,0.3,1.6,CCOc1ccc(NC(=O)CCN2CCN(S(=O)(=O)c3ccc(Cl)cc3)CC2)cc1
81.2*,2.6,-1.6,25.2,0.7,-11.0,1.3,0.2,0.5,CCOC(=O)C1CCCN(C(=O)c2ccc(C)cc2O)C1 (stereo unspecified)
3.9,-9.0,-3.1,-6.8,1.1,-8.5,1.2,1,-2.7,O=c1c(Cc2ccc(F)cc2)c(O)ccn1Cc1ccc(Cl)cc1Cl
88.1*,14.2,-2.7,92.0*,0.1,-11.4,1.8,0.1,3.6,Cc1ccc(OCC(=O)N2CCN(c3nnc(-c4ccc(C)cc4)c4ccccc34)CC2)cc1
·,-12.1,6.9,·,·,-8.5,·,·,-0.5,OC(COc1ccc2ccccc2c1)Cn1cncn1 (stereo unspecified)
-1.6,7.7,1.7,9.3,0.9,-8.2,0.9,1,5.8,CCOC(=O)C(=CNc1ccccc1C)C(=O)OCC
41.4,-2.3,0.8,24.6,0.8,-17.1,1.2,0.6,-0.7,N#Cc1nc(-c2cccs2)oc1NCCCN1CCOCC1

Continued:
CYP2C19 inhib,PLK1 PBD inh,EphB4 antag,CYP2C9 inhib,CYP2C9 activ,PLK1 inh,PLAP activator,CYP2C19 activ,Rev-RRE block,Molecule
8.7,1.8,-2.5,7.3,0.9,-15.6,0.7,0.9,7.0,CCCNC(=O)c1c(N)n(-c2ccc3c(c2)OCO3)c2nc3ccccc3nc12
·,-0.1,-9.8,·,·,72.7*,·,·,2.4,NC(=O)CSc1nnc(-c2ccncc2)n1-c1ccc(Cl)cc1
19.1,-14.1,-1.9,8.5,0.9,-11.4,1,0.8,34.3,CCOc1ccc(/C=C/[N+](=O)[O-])c2ccccc12
-6.7,14.8,-6.2,-4.9,1,-6.7,0.9,1.1,11.1,C=CCOc1cc(C)nc(-c2ccccc2O)n1
24.8,-21.3,-5.8,-65.0,1.6,-1.7,2.8*,0.8,4.0,Cn1c(CSc2ncn[nH]2)nc2ccccc21
-1.8,-13.1,-1.9,1.9,1,-14.1,1.1,1,5.9,O=C(O)/C=C/c1ccccc1Oc1ccccc1
2.4,17.4,0.9,39.1,0.6,-4.0,1,1,11.2,CC(C)(C)n1nnnc1C(c1cc2cc3c(cc2[nH]c1=O)OCO3)N1CCN(c2ccccc2)CC1 (stereo unspecified)
66.3*,-5.7,7.8,49.6,0.5,-7.0,1.6,0.3,7.8,Cc1nc2sc(C(c3ccccc3)N3CCN(c4ccccc4F)CC3)c(O)n2n1 (stereo unspecified)
·,6.0,7.2,·,·,-13.0,·,·,11.6,CN(C(=O)c1ccco1)c1nc(CC(=O)Nc2ccccc2)cs1
-12.8,-9.2,-1.2,-7.6,1.1,-13.4,1,1.1,-0.2,COc1ccc(CNC(=O)C2CCC(CNc3c(N4CCOCC4)c(=O)c3=O)CC2)cc1 (stereo unspecified)
75.2*,2.6,-5.0,48.4,0.5,-6.5,1.1,0.2,2.7,CC1=C(C(=O)OCC2CCCO2)C(c2ccncc2)C2=C(CCCC2=O)N1 (stereo unspecified)
·,-2.8,-4.5,·,·,-7.0,·,·,2.2,Cc1nnc(SCC(=O)NCc2ccco2)n1-c1ccc(F)cc1
11.1,9.2,4.2,15.4,0.8,-1.8,0.8,0.9,0.0,O=C1CCc2cc(S(=O)(=O)NC(Cc3ccccc3)C(=O)NC3CCCC3)ccc2N1 (stereo unspecified)
17.9,·,·,14.6,0.9,·,1.9,0.8,·,Cc1cc(C)n(-c2ccc(Cl)c(C(=O)Nc3ccc(-c4nnc5n4CCCCC5)cc3)n2)n1
-8.5,20.6,-0.9,-10.2,1.1,-3.8,0.8,1.1,6.5,O=c1ncn(-c2ccc(F)cc2)c2ncccc12
25.7,14.0,-4.6,10.9,0.9,-8.2,1.1,0.7,13.9,Cn1c(SCc2cccc(Cl)c2)nc(C(F)(F)F)cc1=O
·,-12.1,0.7,·,·,-7.8,·,·,9.9,COc1ccc(-c2nn(C)c(=O)c3ccccc23)cc1CNC(=O)CN1CCOCC1
8.9,-39.7,-2.2,2.4,1,-2.8,1.1,0.9,2.1,CN(C)C(=O)N1CCC(C(=O)NCc2ccc3c(c2)OCO3)CC1

From PubChem BioAssay
